# Screens (PubChem BioAssay)
# Pf apPOL block: Pf-apPOL DNA polymerase inhibition; Recombinant Pf-apPOL, molecular beacon fluorescence, 1.5 h; inhibition, % at 10 µM; hit rate 0.25% among 210,000; AID 1794808
# mHTT CaM bind: mHTT-calmodulin interaction abrogation; P42858; AlphaScreen His-mHTT/GST-CaM binding, luminescence; inhibition, % at 15 µM; hit rate 3.6% among 190,000; AID 1671202;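 note: 0% = both proteins with DMSO and 100% = one protein alone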
# Target sequence (P42858 whole entry, looked up, stated change not applied): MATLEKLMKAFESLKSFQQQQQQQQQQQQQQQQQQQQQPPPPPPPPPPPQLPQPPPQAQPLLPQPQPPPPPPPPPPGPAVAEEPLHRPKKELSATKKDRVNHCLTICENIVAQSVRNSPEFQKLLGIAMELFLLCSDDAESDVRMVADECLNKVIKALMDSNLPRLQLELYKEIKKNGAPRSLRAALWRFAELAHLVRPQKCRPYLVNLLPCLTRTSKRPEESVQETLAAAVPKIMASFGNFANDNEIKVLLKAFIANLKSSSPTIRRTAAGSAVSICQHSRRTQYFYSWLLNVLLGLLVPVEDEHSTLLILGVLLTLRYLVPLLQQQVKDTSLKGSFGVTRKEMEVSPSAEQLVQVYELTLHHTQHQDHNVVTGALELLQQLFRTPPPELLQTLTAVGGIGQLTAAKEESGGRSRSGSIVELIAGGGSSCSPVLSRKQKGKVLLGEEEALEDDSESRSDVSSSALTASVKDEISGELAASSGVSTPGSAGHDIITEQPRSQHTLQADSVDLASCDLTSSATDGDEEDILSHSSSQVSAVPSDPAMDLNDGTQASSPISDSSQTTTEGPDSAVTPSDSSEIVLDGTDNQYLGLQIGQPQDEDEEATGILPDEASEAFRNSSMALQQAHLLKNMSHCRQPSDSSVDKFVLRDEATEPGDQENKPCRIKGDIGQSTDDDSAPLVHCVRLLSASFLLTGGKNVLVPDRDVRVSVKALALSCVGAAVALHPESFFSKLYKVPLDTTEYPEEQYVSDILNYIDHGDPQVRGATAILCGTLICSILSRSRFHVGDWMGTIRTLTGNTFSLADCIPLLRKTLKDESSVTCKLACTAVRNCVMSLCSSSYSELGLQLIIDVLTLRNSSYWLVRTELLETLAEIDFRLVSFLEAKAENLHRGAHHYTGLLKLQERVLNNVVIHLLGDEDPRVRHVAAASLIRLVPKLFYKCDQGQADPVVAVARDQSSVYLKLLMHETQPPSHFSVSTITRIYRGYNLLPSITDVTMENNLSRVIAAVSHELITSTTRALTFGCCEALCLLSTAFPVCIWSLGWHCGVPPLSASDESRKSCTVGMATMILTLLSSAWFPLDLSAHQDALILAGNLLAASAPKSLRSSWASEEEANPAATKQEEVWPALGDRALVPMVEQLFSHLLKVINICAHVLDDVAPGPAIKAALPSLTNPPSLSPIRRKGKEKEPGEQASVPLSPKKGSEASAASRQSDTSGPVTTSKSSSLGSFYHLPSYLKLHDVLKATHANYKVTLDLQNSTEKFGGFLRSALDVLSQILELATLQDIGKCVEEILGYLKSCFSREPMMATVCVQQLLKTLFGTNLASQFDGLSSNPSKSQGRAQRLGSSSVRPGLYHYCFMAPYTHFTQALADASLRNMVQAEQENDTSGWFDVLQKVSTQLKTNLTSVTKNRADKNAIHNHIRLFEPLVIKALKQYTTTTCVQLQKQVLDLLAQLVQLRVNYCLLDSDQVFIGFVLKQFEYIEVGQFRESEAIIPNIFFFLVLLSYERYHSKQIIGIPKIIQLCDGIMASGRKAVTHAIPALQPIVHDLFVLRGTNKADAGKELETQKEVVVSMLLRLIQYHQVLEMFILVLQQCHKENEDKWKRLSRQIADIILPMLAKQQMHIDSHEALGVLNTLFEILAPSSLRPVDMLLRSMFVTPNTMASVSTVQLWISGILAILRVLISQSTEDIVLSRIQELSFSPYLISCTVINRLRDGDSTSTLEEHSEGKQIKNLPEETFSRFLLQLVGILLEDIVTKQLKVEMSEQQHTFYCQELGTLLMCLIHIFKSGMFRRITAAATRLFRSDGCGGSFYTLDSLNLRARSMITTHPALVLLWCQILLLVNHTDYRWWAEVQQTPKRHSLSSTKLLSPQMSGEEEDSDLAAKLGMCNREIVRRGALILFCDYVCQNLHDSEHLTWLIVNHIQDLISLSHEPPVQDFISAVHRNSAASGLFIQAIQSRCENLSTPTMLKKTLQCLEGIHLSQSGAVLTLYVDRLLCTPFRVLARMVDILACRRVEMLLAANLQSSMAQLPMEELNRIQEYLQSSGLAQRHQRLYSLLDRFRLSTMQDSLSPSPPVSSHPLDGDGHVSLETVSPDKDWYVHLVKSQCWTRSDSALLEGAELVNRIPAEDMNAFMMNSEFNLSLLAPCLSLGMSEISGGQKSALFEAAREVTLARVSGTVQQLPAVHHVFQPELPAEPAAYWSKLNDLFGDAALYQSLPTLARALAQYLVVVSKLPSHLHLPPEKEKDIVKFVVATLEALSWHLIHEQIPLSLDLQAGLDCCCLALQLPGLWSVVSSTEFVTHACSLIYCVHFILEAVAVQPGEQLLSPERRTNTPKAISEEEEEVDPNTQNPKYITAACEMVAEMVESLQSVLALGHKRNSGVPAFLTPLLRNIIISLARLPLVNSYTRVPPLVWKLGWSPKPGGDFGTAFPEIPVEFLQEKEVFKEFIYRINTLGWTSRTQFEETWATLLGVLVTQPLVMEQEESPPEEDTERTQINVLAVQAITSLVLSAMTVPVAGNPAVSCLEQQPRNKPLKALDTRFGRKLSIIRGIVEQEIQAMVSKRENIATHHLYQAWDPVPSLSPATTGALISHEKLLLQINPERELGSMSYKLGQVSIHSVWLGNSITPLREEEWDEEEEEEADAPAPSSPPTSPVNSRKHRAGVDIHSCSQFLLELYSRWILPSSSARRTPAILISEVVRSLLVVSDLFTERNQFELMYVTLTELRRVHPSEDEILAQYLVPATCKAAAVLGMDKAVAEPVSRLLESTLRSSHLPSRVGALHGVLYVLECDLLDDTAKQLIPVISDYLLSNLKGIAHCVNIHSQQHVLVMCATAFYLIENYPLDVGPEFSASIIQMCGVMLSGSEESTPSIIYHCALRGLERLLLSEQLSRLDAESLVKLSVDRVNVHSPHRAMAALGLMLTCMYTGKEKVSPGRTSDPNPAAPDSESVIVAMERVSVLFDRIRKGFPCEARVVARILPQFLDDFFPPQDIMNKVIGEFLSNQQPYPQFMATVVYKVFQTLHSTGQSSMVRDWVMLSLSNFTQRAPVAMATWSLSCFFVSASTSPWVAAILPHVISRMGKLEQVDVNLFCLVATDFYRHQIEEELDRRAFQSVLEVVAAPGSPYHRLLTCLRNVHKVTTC
# * marks the source's active call; other numbers are inactive results; i = inactive; / = no result given; & = joins results of further samples. Cut-off read from the data, not from the text of the source: active = inhibition above about 50%; inactive = the rest.
SMILES,Pf apPOL block,mHTT CaM bind
CSc1ccc(C2SCC(=O)N2c2ccc(F)cc2F)cc1 (stereo not drawn),0,-8
Cc1cccc(NC(=O)COc2ccc(Br)cc2)c1C,3,-2
CCc1nc2c(NC(=O)c3ccc(Cl)s3)cccn2n1,2,13
CC1(C)Cc2c(sc3ncn4nc(Cc5ccccc5)nc4c23)C(C)(C)N1,-7,11
O=C1OC2c3ccccc3C(=O)N2c2ccccc21 (stereo not drawn),1,2
CCc1ccc(C2Nc3ccccc3NC3=C2C(=O)CC(c2ccccc2)C3)s1 (stereo not drawn),-34,42
COc1ccccc1N1CCN(S(=O)(=O)CCNC(=O)c2c(F)cccc2F)CC1,-8,2
CCCN1CCN(c2ncc3c(n2)CCN(Cc2ccc(F)cc2)C3)CC1,2,13
CCOc1ccc2ccccc2c1C(=O)NCC(O)Cc1ccccc1 (stereo not drawn),-1,-4
Cc1c(N=Cc2cc(Cl)cc(I)c2O)c(=O)n(-c2ccccc2)n1C,21,1
Cc1ccc(-c2nc(C3CCN(S(=O)(=O)c4cccc(C)c4)CC3)no2)cc1,-5,4
CC(C)(C#N)OC(=O)Nc1ccccc1,-6,6
COCc1[nH]nc2c1C1(CCOC1C)C(C#N)=C(N)O2 (stereo not drawn),/,0
O=S(=O)(NCc1cccc(F)c1)c1c[nH]c2ncccc12,-2,-13
O=C(CNC(=O)C1CCCCC1)Nc1nccs1,-10,-1
Cc1cc(C)c2c(=O)c3cc(C4CCCCC4)ccc3[nH]c2n1,-8,12
O=C(CCCc1ccccc1)N1CCN(CC(F)(F)F)CC1,-5,-22
CC(=O)Nc1ccc(S(=O)(=O)Nc2cccc(C(=O)Nc3nccs3)c2)cc1,-10,-2
COC(=O)C1=C(C)NC(=O)CC1c1ccccc1[N+](=O)[O-] (stereo not drawn),2,/
COc1ccc(OC)c(/C=C2\N=C(c3cc(OC)c(OC)c(OC)c3)OC2=O)c1,-3,7
CC1(C)C(=O)NC(=O)N1CN1C(=O)NC(=O)C1(C)C,-2,2
COC(=O)c1ccc(N2CCN(C(C)C)CC2)c(NC(=O)c2ccc(Cl)cc2)c1,-1,-8
CC(=O)N(C)Cc1nn(-c2ccc(F)cc2)c2c1CN(Cc1ccccc1F)CC2,-5,29
Cn1c(C2CCN(C(=O)Cc3ccccc3)C2)nc2ccncc21 (stereo not drawn),-11,-2
COc1ccc(-c2csc3c(=O)n(Cc4cccc(C)c4)cnc23)cc1OC,-7,3
O=C(CCS(=O)(=O)Cc1cccc(Cl)c1)N1CCC2(CC1)OCCO2,-12,-1
O=c1[nH]c(-c2ccc(F)cc2)cn1-c1cccc(Br)c1,-11,1
CCOC(=O)COc1ccccc1C=C(C#N)C(=O)c1cccc(C(F)(F)F)c1,3,/
Cc1cc(C)c(N=C2C(=O)Nc3ccccc32)c(C)c1,3,43
CCN1CCN(Cc2nc3scc(-c4ccccc4F)c3c(=O)[nH]2)CC1,1,12
COc1ccc(N2C(=O)CSC23C(=O)Nc2ccccc23)cc1OC (stereo not drawn),2,-5
CCC(Oc1ccccc1)C(=O)Nc1nc(C)c(C(=O)N(C)C)s1 (stereo not drawn),-22,8
Cc1ccc(C(=O)N2CCC(c3nc4ccncc4n3CC(C)C)C2)s1 (stereo not drawn),-6,3
N/C(=N\O)c1cn(Cc2ccccc2Cl)c2ccccc12,3,i
Cc1ccnc(NS(=O)(=O)c2ccc(NC(=O)c3cccnc3)cc2)n1,-2,-6
CCc1ccc(CNC(=O)C2c3ccccc3CC(=O)N2CC)cc1 (stereo not drawn),-3,8
Cc1nn(C(=O)c2ccco2)c(C)c1Br,-62,-5
CCC[C@H]1COCCS(=O)(=O)N1Cc1ccccc1,-6,-9
CC(CC(=O)Nc1nc2ccc([N+](=O)[O-])cc2s1)c1ccccc1 (stereo not drawn),-10,10
O=C(O)C1CCCCC1C(=O)Nc1cccc(F)c1 (stereo not drawn),-1,2
Cc1ccc(S(=O)(=O)N2CCC(=O)N(CCOCc3cccc(F)c3)CC2)cc1,-3,-10
Cc1noc(-c2cccs2)c1C(=O)NCc1ccccc1Cl,-2,-10
O=c1c(N2CCOCC2)nsnc1N1CCOCC1,-1,1
O=C1NN(c2ccc(Br)cc2)C(=O)/C1=C/c1ccc(-c2ccccc2C(=O)O)o1,-5,47
N#Cc1ccc(NN=Cc2ccc(Cl)cc2)c(Cl)c1,-15,/
CCn1ccc(C(=O)N2CCc3c(nc(-c4ccc(OC)cc4)[nH]c3=O)C2)n1,2,2
O=C(O)CCC(=O)Nc1ccc(Cl)c(NC(=O)Cc2ccccc2)c1,0,-5
Fc1ccc(-c2csc(-c3ccc4c(c3)OCO4)n2)cc1,3,/
CC(=O)NC(c1ccccc1)c1nnc(N2CCCCC2)o1 (stereo not drawn),-8,4
CCN(CC)C(=O)C(C)N(C#N)c1nc(NC(C)C)nc(NC(C)C)n1 (stereo not drawn),-6,4
O=C1C[C@@H]2[C@@H](CO)[C@H](O)C[C@@H]2O1,/,-1
Cc1cccc(NC(=O)C2CCN(c3ncnc4c3nc3n4CCCCC3)CC2)n1,1,14
C=CCn1c(=N)c(C(=O)NCC2CCCO2)cc2c(=O)n3cccc(C)c3nc21 (stereo not drawn),-8,7
O=C(CSc1ncn[nH]1)N1CCOCC1,/,-2
COc1ccc(CCNC(=O)C2CC(=O)N(c3ccc(C)cc3)C2)cc1 (stereo not drawn),-2,-4
Cc1ccccc1CC(=O)N1CCC(c2nc(CNC(=O)C3CC3)cs2)CC1,-5,-7
O=C(Cc1ccc(F)cc1)N1CCC(Nc2cccn3ncnc23)CC1,-7,2
CCc1nnc(-c2cccn2CC(=O)NC2CCCc3ccccc32)o1 (stereo not drawn),0,4
O=C(NCC1CCCCC1)c1ccc(NC(=O)C2CC2)cc1N1CCOCC1,-2,18
CCOc1ccc(N2CC(c3nnc(NC(=O)C4CC4)o3)CC2=O)cc1 (stereo not drawn),-3,11
# Remaining list, next part.
SMILES,Pf apPOL block,mHTT CaM bind
O=C1OC(c2cccc(I)c2)=N/C1=C/c1cccc([N+](=O)[O-])c1,-3,4
Cc1cc(S(=O)(=O)Nc2ccc3c(c2)CN(C(=O)c2ccccc2)CC3)ccc1F,-6,12
O=C(Oc1ccc(Cl)cc1Cl)c1cccnc1SCCS(=O)(=O)c1ccc(C(F)(F)F)cn1,-6,/
O=[N+]([O-])c1cccc(C2=CC(c3cc(Br)ccc3F)n3nnnc3N2)c1 (stereo not drawn),-6,38
O=C(COc1ccccc1)Nc1ccc(OCc2ccccc2)cc1,4,-10
COc1ccc(C=Nc2ccc3[nH]c(=O)[nH]c3c2)cc1OC,2,4
COc1ccc(-c2csc(Nc3ccc(NC(C)=O)cc3)n2)cc1OC,-1,49
COc1ccccc1/C=C/C1=NC(=C/c2cc(OC)c(OC)c(OC)c2)/C(=O)O1,-4,10
O=C(NCc1csc(-c2cccs2)n1)C1CCN(C(=O)Cc2cccc(F)c2)CC1,-5,10
COc1ccc(C(=O)C=Cc2ccc(O)cc2)cc1,-5,5
COc1ccc(N2CCN(C(=O)NC3CCCCC3)CC2)cc1,-1,4
CCOC(=O)c1nn(-c2ccc(C(C)(C)C)cc2)c(=O)c(C#N)c1C,9&-3,/
Cc1ccc(-n2[nH]c(C)c(C=Nc3ccc(S(=O)(=O)Nc4ccccc4)cc3)c2=O)cc1C,7,3
COc1cc([N+](=O)[O-])c(OC)cc1Cl,/,-1
O=C(NC1CCCCC1)C(Br)C12CC3CC(CC(C3)C1)C2 (stereo not drawn),0,2
COc1ccc(C2=NOC(C(=O)Nc3cc(OC)c(OC)c(OC)c3)C2)cc1 (stereo not drawn),0,15
CCc1nnc(NC(=O)COc2ccc(Br)cc2)s1,-15,2
COc1ccc(CNC(=O)C(=O)Nc2ccc(OC)cc2OC)cc1,-1,-4
O=C1c2ccccc2-c2c1cccc2C(=O)N1CCCCC1,6&-6,1&1
CCOC1(O)CC(n2cc([N+](=O)[O-])nc2C)C2COC1O2 (stereo not drawn),-2,2
O=C(CN(Cc1ccccc1)S(=O)(=O)c1cc(Cl)ccc1Cl)NCc1cccnc1,39,2
COc1ccc(Cl)cc1NC(=O)c1oc2ccc(S(=O)(=O)N3CCOCC3)cc2c1C,-11,-2
CC(NS(=O)(=O)c1ccccc1)c1ccccc1 (stereo not drawn),-10,-7
N#Cc1cccc(C(=O)NC2(c3nc(-c4ccncc4)no3)CCCCC2)c1,-5,10
CC1CCN(C(=O)C2=CN(c3cccc(F)c3)c3ccccc3S2(=O)=O)CC1,3,-1
CCNC(=O)c1nnn(-c2ccc(F)c(C)c2)c1-c1cccnc1,1,-6
COc1cc(CN2CCCC2)cc(OC)c1OC,4,-5
O=C(O)C1CCCCC1C(=O)Nc1cc(Cl)ccc1Cl (stereo not drawn),-2,-2
COc1ccccc1-n1c(O)c(C=Nc2ccccc2)c2ccccc2c1=O,-8,26
COc1ccc(OC)c(C2=NOC(C(=O)Nc3ccc(C#N)cc3)C2)c1 (stereo not drawn),-4,-8
COc1ccc(CNC(=O)c2ccc3c(c2)nc2n3CCCCC2)c(OC)c1,2,12
O=C(Nc1ccc(Cl)cc1)N1CCOc2ccccc21,-3,-11
CC(=O)c1ccc(NC(=O)Cc2ccccc2[N+](=O)[O-])cc1,2,5
Cc1cc(C(C)(C)C)oc1C(=O)Nc1ccc(CC(=O)O)cc1,0,-2
COc1cc2c(cc1NC(=O)CN1C(=O)c3ccccc3C1=O)oc1ccccc12,0&0,1&-3
O=C(C1CCN(Cc2ccccc2)CC1)N1CCOCC1,-3,-2
Cc1ccc(-c2noc(-c3cccnc3N3CCC(C(=O)NCCC(C)C)CC3)n2)cc1,-1,0
O=C(Nc1ccc(Br)cc1)c1ccc(F)c(S(=O)(=O)NCc2cccs2)c1,0,4
COc1cc(NC(=O)CCCn2nc([N+](=O)[O-])c(Cl)c2C)cc(OC)c1OC,-2,2
CC1CC(C)CN(S(=O)(=O)c2ccc(F)c(C(=O)NC3CCCCC3C)c2)C1 (stereo not drawn),-4,0
CCc1c(C2CCN(C(=O)Cc3cccs3)CC2)noc1N,-1,3
CCCCNC(=O)C1COc2ccccc2O1 (stereo not drawn),-7,-5
CS(=O)(=O)c1ccc(NC(=O)C2COCC(=O)N2Cc2ccccc2)cc1 (stereo not drawn),-2,-8
COc1ccc(Cl)cc1C(=O)Nc1ccc2c(c1)CN(C(=O)c1cccs1)CC2,5,-1
CCCS(=O)(=O)NC1CC(=O)N(c2ccc(OC)c(OC)c2)C1 (stereo not drawn),-5,6
O=C(c1cccc(OCC2CCCN(C(=O)c3cc(F)ccc3F)C2)c1)N1CCCCC1 (stereo not drawn),1,15
Cc1ccccc1NC(=O)c1ccc2c(c1)C(=O)N(CC(C)C)C2=O,14,11
CC(=O)c1cccc(NC(=O)C2CC(=O)N(c3ccc4c(c3)CCN4C(=O)C3CCC3)C2)c1 (stereo not drawn),3,0

# An excerpt from above in order of formula weight, high to low.
SMILES,Pf apPOL block,mHTT CaM bind
O=C(Nc1ccc(Br)cc1)c1ccc(F)c(S(=O)(=O)NCc2cccs2)c1,0,4
CC(=O)c1cccc(NC(=O)C2CC(=O)N(c3ccc4c(c3)CCN4C(=O)C3CCC3)C2)c1 (stereo not drawn),3,0
Cc1ccc(-c2noc(-c3cccnc3N3CCC(C(=O)NCCC(C)C)CC3)n2)cc1,-1,0
COc1cc(NC(=O)CCCn2nc([N+](=O)[O-])c(Cl)c2C)cc(OC)c1OC,-2,2
CC1CC(C)CN(S(=O)(=O)c2ccc(F)c(C(=O)NC3CCCCC3C)c2)C1 (stereo not drawn),-4,0
COc1cc2c(cc1NC(=O)CN1C(=O)c3ccccc3C1=O)oc1ccccc12,0&0,1&-3
CS(=O)(=O)c1ccc(NC(=O)C2COCC(=O)N2Cc2ccccc2)cc1 (stereo not drawn),-2,-8
COc1ccc(CNC(=O)c2ccc3c(c2)nc2n3CCCCC2)c(OC)c1,2,12
COc1ccc(OC)c(C2=NOC(C(=O)Nc3ccc(C#N)cc3)C2)c1 (stereo not drawn),-4,-8
CCCS(=O)(=O)NC1CC(=O)N(c2ccc(OC)c(OC)c2)C1 (stereo not drawn),-5,6
Cc1ccccc1NC(=O)c1ccc2c(c1)C(=O)N(CC(C)C)C2=O,14,11
CCc1c(C2CCN(C(=O)Cc3cccs3)CC2)noc1N,-1,3
O=C(O)C1CCCCC1C(=O)Nc1cc(Cl)ccc1Cl (stereo not drawn),-2,-2
Cc1cc(C(C)(C)C)oc1C(=O)Nc1ccc(CC(=O)O)cc1,0,-2
CC(=O)c1ccc(NC(=O)Cc2ccccc2[N+](=O)[O-])cc1,2,5
O=C(Nc1ccc(Cl)cc1)N1CCOc2ccccc21,-3,-11
O=C(C1CCN(Cc2ccccc2)CC1)N1CCOCC1,-3,-2
CCCCNC(=O)C1COc2ccccc2O1 (stereo not drawn),-7,-5

# Remaining list, next part
SMILES,Pf apPOL block,mHTT CaM bind
Cc1ccc(NC(=O)c2nn(C)cc2Br)c(C)c1,2,-4
CC(=O)Nc1ccc(N=Cc2nc(-c3ccc(Cl)cc3)oc2O)cc1,-1,-11
Cc1nc(N2CCN(S(=O)(=O)c3cccs3)CC2)cc(-n2cccn2)n1,-1,-7
O=C1c2ccccc2C(=O)c2c1ccc(C(=O)Nc1cccc(Cl)c1)c2[N+](=O)[O-],-5,33
CCc1ccc2oc(-c3cccc(NC(=O)c4ccccc4[N+](=O)[O-])c3)nc2c1,-1,0
O=c1[nH]c2ccccc2nc1Cc1ccc(Br)s1,-6,35
O=C1/C(=C\N2CCN(c3ccc(F)cc3)CC2)SC(=S)N1c1ccc(F)cc1,/,-1
COc1cccc(CNC(=O)C2CCN(c3nc4ccccc4o3)CC2)c1,-12,23
CCc1ccc(-n2nnnc2CC=NNc2ccc([N+](=O)[O-])cc2)cc1,-5&-9,/
CSc1nc(C)cc(Oc2ccc(=O)n(C)n2)n1,1,-4
COc1cc(C=C2Oc3cc(OC(=O)c4ccc(F)cc4)ccc3C2=O)cc(OC)c1OC,-6,22
Cc1cc(C)c2ccc(=O)n(CC(=O)NN=Cc3ccccc3Cl)c2n1,3,/
C=CCNC(=O)CN(c1ccccc1F)S(C)(=O)=O,-6,0
Cn1c(SCc2ccc(Cl)cc2)nnc1-c1ccco1,-8,4
CCOC(=O)CNC(=O)N1CCC(n2c(-c3cccs3)nc3cccnc32)C1 (stereo not drawn),-2,-3

# No enrichment for hits; overall some 3.5% were active at least once.
